# RORg inh: blocks mouse ROR gamma transcriptional activity | P51450 | Drosophila S2 Gal4-RORgamma UAS-luciferase reporter, 20 h | Potency, µM (highest dose often 53.6 µM), for inactives: at the highest dose activity change, negative = inhibition, hits mostly inhibitors | 310,000 tested, 5.4% active | AID 2551; further: potency means the concentration at half of the fitted maximal effect; on the % scale 0 is the no-effect control and ±100 the full control effect; nearly all actives have a fitted effect of over 60% in size
# Target sequence (P51450 whole entry, looked up, the tested form may be a part): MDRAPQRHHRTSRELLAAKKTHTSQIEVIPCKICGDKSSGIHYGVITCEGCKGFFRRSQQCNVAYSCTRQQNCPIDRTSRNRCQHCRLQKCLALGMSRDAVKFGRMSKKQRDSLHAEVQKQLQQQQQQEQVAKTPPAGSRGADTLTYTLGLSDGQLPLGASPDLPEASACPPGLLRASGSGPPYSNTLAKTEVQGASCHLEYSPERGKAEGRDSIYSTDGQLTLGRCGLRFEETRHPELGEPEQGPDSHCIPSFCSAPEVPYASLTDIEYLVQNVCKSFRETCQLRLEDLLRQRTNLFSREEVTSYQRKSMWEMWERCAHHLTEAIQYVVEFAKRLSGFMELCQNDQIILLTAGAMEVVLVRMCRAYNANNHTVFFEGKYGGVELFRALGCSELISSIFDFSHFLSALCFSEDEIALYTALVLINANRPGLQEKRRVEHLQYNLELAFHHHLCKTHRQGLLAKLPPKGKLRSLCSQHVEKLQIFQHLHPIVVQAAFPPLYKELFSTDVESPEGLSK
#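 Luminescence from a UAS-regulated Photinus luciferase reporter in stably transfected Drosophila Schneider cells is measured; decreased signal marks ROR gamma inhibition. Fusion expression is induced by 700 uM copper sulfate for 20 hr.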
# NPC1 prom act: activators of NPC1 promoter. Huh7 NPC1 promoter luciferase reporter, 24 h. Potency, µM (top dose mostly 9.22 µM), inactives show at the highest dose activation, most hits filed as activators. 320,000 tested, 2.4% active. AID 485313;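 further: potency means the concentration at half of the fitted maximal effect; % of control where 0% means no effect; nearly all actives have a fitted effect of over 60% in size; reporter is driven by a mutant NPC1 promoter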
#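 Luminescence from an NPC1 promoter-driven luciferase reporter in stably transfected Huh7 cells was measured after 24 h compound treatment at 37 °C, followed by 10 min ambient incubation with luciferase detection reagent.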
# Tb PFK inh: T. brucei PFK enzyme inhibition; AID 485367; Potency, µM (highest dose often 57.5 µM), for the others: at the top dose activity, negative = inhibition, hits mostly inhibitors; 330,000 tested, 0.17% active; O15648; T. brucei PFK, ADP-Glo luminescence;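 further: potency means the concentration at half of the fitted maximal effect; 0% = uninhibited 1x PFK enzyme wells and -100% = no-enzyme wells; nearly all actives have a fitted effect of over 60% in size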
#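 PFK 1.25 nM, F6P 0.5 mM, ATP 0.1 mM, 0.1 M TEA pH 8.0, 5 mM MgCl2, 0.01% Tween20, 0.1% BSA; 45 min RT. ADP-Glo readout. qHTS titration up to 57 uM; curves fitted, compounds curve-classed.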
# Rab9 prom act: activators of Rab9 promoter; Huh7 Rab9 promoter-luciferase reporter, luminescence, 24 h; Potency, µM (titrated, usually from 9.22 µM), inactives show top-dose activation, negative = inhibition, most hits filed as activators; 320,000 tested, 2.8% active; further: potency means the concentration at half of the fitted maximal effect; % of control where 0% means no effect; nearly all actives have a fitted effect of over 60% in size
#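 Measured in stably transfected Huh7 cells bearing a Rab9 promoter–luciferase construct: 24 h compound treatment at 37 °C, followed by luminescence detection.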
# KCNH2 3.1 inh: blocks the human KCNH2 3.1 channel isoform; U2OS KCNH2 3.1, thallium flux FluxOr; hits give low values; activity change, % (tested at about 1.8 µM); 340,000 tested, 0.95% active; AID 720553;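 active means maximum activity change below -70%; inconclusive means maximum activity change from -70% to -50%; inactive means maximum activity change above -50%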;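 further: thallium influx rate constant from kinetic fluorescence after stimulation buffer; on the % scale 0 is the no-effect control and ±100 the full control effect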
#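 Thallium flux read-out: FluxOr dye with Red40 quencher in HBSS/HEPES, 45 min at RT. Rate constants from kinetic reads were normalized to positive and negative DMSO controls. Cells: U2OS virally expressing the 3.1 isoform.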
# Gal4-VP16 FLuc: inhibits Gal4-VP16 luciferase reporter, ROR gamma counter-screen. Drosophila S2 Gal4-VP16 UAS-luciferase, luminescence, 20 h. Potency, µM (doses to about 53.6 µM), for inactives: at the highest dose activity, negative = inhibition, most hits filed as inhibitors. 310,000 tested, 3.5% active;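 further: Gal4-VP16 expression switched on by copper sulfate through the metallothionein promoter; potency means the concentration at half of the fitted maximal effect; on the % scale 0 is the no-effect control and ±100 the full control effect; nearly all actives have a fitted effect of over 50% in size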
# FBPA coupling cs: counter-screen for Giardia aldolase inhibitors: coupling enzyme system. coupling enzyme system counterscreen, AmpLite Red fluorescence. activity change, negative = inhibition, % at 58.2 µM, hits read low. 290,000 tested, 0.67% active. AID 2472; in the data active means activity change below about -30%; further: on the % scale 0 is the no-effect control and ±100 the full control effect
#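 Final compound at 57.5 uM, incubated 10 min at RT with coupling enzyme reagent (glyceraldehyde-3-phosphate), then 20 min with substrate and AmpLite Red detection. Fluorescence read at 525/598 nm; tests interference with the coupling assay, not aldolase inhibition.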
# uPA generation: blocks generation of uPA at the cell surface; cell surface uPA generation assay, qHTS; 330,000 tested, 0.31% active; AID 540303; Potency, µM (series often up to 38.3 µM), for inactives: at the highest dose activity change, negative = inhibition, hits mostly inhibitors; active means well fitted inhibition curve with a large enough effect; inconclusive means small, poorly fitted or top-dose-only effect; inactive means no such curve, though single readings can be large or run the other way; tested in mouse RAW 264.7 cells; further: potency means the concentration at half of the fitted maximal effect; on the % scale 0 is the no-effect control and ±100 the full control effect; nearly all actives have a fitted effect of over 55% in size
# Giardia killer: kills Giardia lamblia; 340,000 tested, 0.15% active; AID 540267; activity change, % at 7.66 µM, hits read low; Giardia lamblia trophozoite viability; in the data active means activity change below about -80%; inconclusive means between about -30% and that limit;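 further: parasites exposed to compound for two days anaerobically before the ATP read; on the % scale 0 is the no-effect control and ±100 the full control effect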
#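 Anaerobic 48 hrs incubation at 37 deg C of 100 trophozoites/well with test compounds; ATPLite 1-Step luminescence, 15-30 min RT, reports cellular ATP as viability.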
# FLuc counter: firefly luciferase modulation, counter-screen for miR-21 project | AID 588342 | 360,000 tested, 6.9% active | Potency, µM (titrated, usually from 57.5 µM), for the others: top-dose activity change, negative = inhibition, actives largely listed as inhibitors | purified FLuc, Km substrates, luminescence inhibition | P08659;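 further: potency means the concentration at half of the fitted maximal effect; plate controls were vehicle for no effect and reference inhibitor for full effect; nearly all actives have a fitted effect of over 55% in size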
# Target sequence (P08659 whole entry, looked up): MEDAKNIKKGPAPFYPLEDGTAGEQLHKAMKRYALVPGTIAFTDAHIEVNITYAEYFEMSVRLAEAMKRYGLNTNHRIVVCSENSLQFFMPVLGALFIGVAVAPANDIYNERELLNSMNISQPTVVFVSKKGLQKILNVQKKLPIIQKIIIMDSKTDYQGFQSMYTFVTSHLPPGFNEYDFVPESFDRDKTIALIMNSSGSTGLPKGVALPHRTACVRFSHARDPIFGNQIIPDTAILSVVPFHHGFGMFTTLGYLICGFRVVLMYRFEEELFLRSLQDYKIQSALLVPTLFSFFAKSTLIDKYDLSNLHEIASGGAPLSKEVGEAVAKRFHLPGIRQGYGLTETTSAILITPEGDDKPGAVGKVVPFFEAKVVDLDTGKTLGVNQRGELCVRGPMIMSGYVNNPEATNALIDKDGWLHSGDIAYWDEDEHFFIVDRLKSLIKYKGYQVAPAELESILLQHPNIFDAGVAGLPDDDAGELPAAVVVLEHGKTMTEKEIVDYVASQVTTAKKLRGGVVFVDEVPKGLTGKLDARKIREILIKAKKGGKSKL
#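 Purified P. pyralis luciferase, 10 nM final, with Km-level 10 uM D-luciferin and 10 uM ATP in 50 mM Tris acetate pH 7.5, 10 mM Mg acetate, 0.01% Tween-20, 0.05% BSA; 6-point qHTS titration about 60 µM downward; luminescence read.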
# ELG1 genotox: induces genotoxicity in HEK293T cells with luciferase-tagged ELG1; HEK293T ELG1-luciferase reporter, luminescence, 16 h; Potency, µM (highest dose often 46 µM), without a hit: at the highest dose activity change, positive = activation, hits mostly activators; AID 504466; 330,000 tested, 1.3% active; further: potency means the concentration at half of the fitted maximal effect; % of control where 0% means no effect; nearly all actives have a fitted effect of over 60% in size
#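 16 hr compound incubation (37 °C, 5% CO2) of HEK293T cells carrying luciferase-tagged ELG1; luciferase then measured by ONE-Glo luminescence after 30 min at RT.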
# * hit, by the source's call; ? = inconclusive; · = not tested or not shown; [ ] = dose if it differs, or a comment. Unless noted, the call rests on the fitted dose curve; in most records, active means well fitted curve in the direction sought with a large enough effect; inconclusive means small, poorly fitted or top-dose-only effect, or another doubt; inactive means no such curve, though single readings can be large; an effect the other way counts as inactive or inconclusive. Hits appear at their usual frequency; any-hit rate near 14%.
SMILES,RORg inh,NPC1 prom act,Tb PFK inh,Rab9 prom act,KCNH2 3.1 inh,Gal4-VP16 FLuc,FBPA coupling cs,uPA generation,Giardia killer,FLuc counter,ELG1 genotox
CC(=O)NC(=S)Nc1ccc(S(=O)(=O)N2CCOCC2)cc1,23.3%,1.7%,6.6%,-2.8%,-4.2,-2.9%,-1.5,-0.9%,11.1,2.7%,2.5%
CC(=O)NCCc1nc2cc(NS(=O)(=O)c3ccc(Cl)cc3)ccc2n1C,3.9%,-3.5%,-1.2%,2.2%,35.1,-4.4%,0.3,-10.0%,-2.6,-0.1%,4.6%
CCc1ccc(C(=O)NNC(=O)OC)cc1,4.9%,-1.4%,-0.5%,-2.4%,0.5,-2.5%,1.1,0.6%,-1.5,-0.2%,?
CC12C(=O)N(Cc3ccccc3)C(=O)C1C1C=CC2C1 (stereo unspecified),0.2%,1.1%,-5.0%,3.5%,0.1,-0.1%,-0.3,6.1%,10.2,3.2%,-0.6%
COc1cccc(NC(=O)C2CCCN2C(=O)OCc2ccccc2)c1 (stereo unspecified),12.2%[0.365 µM],0.1%,-9.9%,-6.6%,3.8,·,1.6,3.6%,-1.6,5.2%,2.8%
COc1ccc(S(=O)(=O)NCC2CCCN(Cc3ccccc3Cl)C2)cc1 (stereo unspecified),5.9%,-5.8%,-0.9%,3.1%,5.3,-14.1%,0.9,4.4%,12.1,2.7%,-1.9%
COc1cccc(C(=O)NCC(c2cccs2)N2CCOCC2)c1 (stereo unspecified),·,-2.0%,4.6%,-5.9%,-12.0,·,·,2.2%,-22.5,?,3.1%
Cc1csc2ncc(C(=O)Nc3ccccc3F)c(=O)n12,20.0%,?,6.3%,?,0.6,?,3.1,-12.2%,10.7,?,11.6µM*
CC1Cc2nc(SCC(=O)N3CCOCC3)n(C)c(=O)c2S1 (stereo unspecified),-21.0%,0.3%,0.3%,0.2%,·,4.5%,·,-0.6%,3.4,-0.8%,0.9%
Cc1ccc(OCCC(=O)Nc2c(C)n(C)n(-c3ccccc3)c2=O)cc1,-5.0%,0.0%,-7.5%,-3.6%,23.2,-12.7%,4.2,11.2%,-3.0,1.2%,4.0%
O=C(CCNS(=O)(=O)c1ccc(Cl)cc1)N1CCC2(O)CCCCC2C1 (stereo unspecified),?,8.7%,-0.5%,9.2%,0.9,-14.3%,-0.6,-2.5%,-0.3,-3.0%,-2.1%
Cc1cc2nc3c(nc2cc1C)C1(C(=O)O)CCC3(C)C1(C)C (stereo unspecified),12.1%,0.9%,-3.1%,-4.1%,4.5,1.5%,1.6,-3.2%,1.7,?,17.5%

# Results in RORg inh, for 2 of the compounds above:
smiles	RORg inh
CCc1ccc(C(=O)NNC(=O)OC)cc1	4.9%
CC12C(=O)N(Cc3ccccc3)C(=O)C1C1C=CC2C1 (stereo unspecified)	0.2%

# Later entries
SMILES,RORg inh,NPC1 prom act,Tb PFK inh,Rab9 prom act,KCNH2 3.1 inh,Gal4-VP16 FLuc,FBPA coupling cs,uPA generation,Giardia killer,FLuc counter,ELG1 genotox
Cc1nc2ncnn2c(N2CCN(S(=O)(=O)c3ccc(Br)cc3)CC2)c1C,-0.4%,-15.0%,10.3%,-18.3%,9.9,-0.2%,1.0,3.4%,-8.9,-1.1%,-7.9%
CCCc1nc2sc3c(c2c(=O)[nH]1)CCCC3,6.7%,-1.6%,-0.7%,1.0%,-6.4,21.1%,1.1,2.8%,-0.1,?,0.5%
Cn1c(=O)[nH]c(=O)c2[nH]c(CN3CCN(C(=O)c4ccco4)CC3)nc21,-4.8%,-0.3%,-10.3%,-4.1%,0.6,3.1%,2.1,-1.9%,15.0,5.7%,0.1%
Cc1ccc(C)c(NC(=O)CSc2ncnc3nc[nH]c23)c1,?,-1.1%,-0.8%,-9.7%,1.9,0.8%,-0.2,-5.3%,-1.6,0.7%,3.6%
N#Cc1nc(COc2ccccc2)oc1N1CCN(Cc2ccccc2)CC1,18.9%,-3.3%,1.6%,1.3%,-17.2,-9.0%,0.9,1.4%,10.0,-1.7%,-3.2%
CCOC(=O)Cc1csc(N/C(=N/S(=O)(=O)c2ccc(F)cc2F)c2ccccc2)n1,17.9%,-1.0%,-4.0%,-2.3%,-9.7,-5.6%,4.3,0.3%,-2.5,1.8%,-2.4%
CC(C)(C)NC(=O)CSc1nc2ccc(NC(=O)CSc3nnc(N)s3)cc2s1,25.8%,-5.3%,0.2%,-2.8%,-1.5,?,1.6,-7.3%,6.8,12µM*,-1.3%
O=C(CSc1nc2ccccc2s1)Nc1ccc(N2CCOCC2)c(Cl)c1,?,0.1%,0.0%,0.7%,14.4,?,-0.8,-1.3%,-13.0,?,6.9%
Cc1cc(C)nc(NC(=O)c2ccc([N+](=O)[O-])c(C)c2)n1,12.4%,26.6%,2.5%,26.7%,-17.7,0.5%,0.6,0.7%,8.5,0.0%,-1.2%
COc1ccc(OC)c(NC(=O)CSc2nnnn2-c2ccc3c(c2)OCO3)c1,-15.4%,-4.9%,0.8%,-4.8%,-0.7,-4.7%,2.0,?,-12.1,-1.9%,10.8%
Cc1cc(C(=O)NC2CC(C)(C)Cc3c2cnn3-c2cccc(F)c2)n(C)n1 (stereo unspecified),?,1.5%,1.9%,2.9%,-2.3,-14.7%,0.0,5.4%,-8.2,0.7%,-6.6%
CCOc1ccc(NC(=O)CN(C)C(=O)CSCc2cccc(C)c2)cc1OCC,·,-5.3%,-7.3%,1.4%,-7.4,·,·,2.7%,-14.6,5.6%,-2.3%
C=CCN1C(=O)CSc2ccc(C(=O)NCc3ccco3)cc21,-22.9%,-3.2%,-4.8%,-0.4%,3.8,2.1%,-2.1,·,5.7,-13.5%,-4.5%
NC(=O)C(c1cccc(Cl)c1)c1ncc(C(F)(F)F)cc1Cl (stereo unspecified),2.1%,2.1%,0.1%,-4.0%,-4.9,-1.6%,-1.1,-2.7%,13.2,1.3%,0.0%
O=C1NC2(CCCCC2)C(=O)N1Cc1cc(=O)n2ccsc2n1,-2.5%,-4.9%,0.2%,-1.5%,-2.7,4.3%,-2.9,13.3%,-16.6,1.2%,1.0%
O=c1oc(-c2ccccc2)nc2sc3c(c12)CCCC3,6.4%,23.7%,1.2%,?,-0.3,-4.0%,1.1,-0.4%,-1.5,1.2µM*,22.8%
Cc1ccc(NC(=O)CSc2nnc([C@@H]3CCCN3C(=O)OC(C)(C)C)o2)c(C)c1,-1.1%,-1.1%,-1.3%,-0.2%,3.9,0.2%,4.3,-9.0%,5.0,-1.1%,-0.8%
Cc1cccc(N2CCN(C(=O)c3ccc(NS(=O)(=O)c4c(C)noc4C)cc3)CC2)c1C,-4.4%,1.3%,-1.5%,-2.7%,-3.5,-4.7%[0.365 µM],-0.9,-0.9%,12.9,0.9%,-14.9%
COc1ccc(C(=O)NNc2ccccc2)cc1,29.7%,1.9%,-15.0%,0.3%,33.6,3.5%,-0.2,2.7%,4.1,-13.2%,?
CCc1ccc(/C=C2/C(=O)N(c3ccccc3)C(=S)N2CC(=O)OC)s1,?,2.0%,-1.8%,2.0%,-0.7,?,1.2,4.1%,6.4,2.2%,11.9%
CCS(=O)(=O)c1ccc2oc(SCC(=O)Nc3ccc(OC)c(OC)c3)nc2c1,-2.7%,-1.2%,-5.8%,0.4%,-10.3,-1.9%,0.1,·,20.5,-1.7%,8.1%
CN(C)c1ccc(-c2noc(-c3ccccc3O)n2)cc1,?,0.708µM*,0.4%,?,3.3,-1.9%,1.6,-4.8%,-24.7,0.269µM*,?
COC(=O)CC1C(=O)NCCN1C(=S)NC(=O)c1sc2ccccc2c1Cl (stereo unspecified),0.631µM*,-2.5%,-0.2%,-1.7%,-2.5,7.08µM*,-1.2,-4.4%,-9.2,?,-0.2%
CC[C@@]12C(=O)N(c3ccc(C)cc3)C(=O)N1[C@H](c1ccc(Br)cc1)[C@@H]1C(=O)N(C(C)(C)C)C(=O)[C@@H]12,35.9%,-1.8%,-0.7%,-0.5%,-20.2,-8.5%,-4.9,?,7.7,-0.8%,-3.5%
CCOc1ccc(C(c2c(O)nc(SC)n(C)c2=O)c2c(O)nc(SC)n(C)c2=O)cc1,-13.8%,4.8%,1.1%,-2.9%,3.9,-2.4%,7.6,-1.2%,-3.9,-10.7%,2.3%
Cc1cc(C)cc(NC(=O)COC(=O)CNC(=O)C2CCCCC2)c1,·,0.7%,2.1%,3.6%,-18.4,·,·,1.7%,9.4,0.0%,-0.7%
